High-throughput results from PubChem.
VEEV TC-83 Vero: inhibitors of VEEV TC-83 cytopathic effect, confirmation, Vero cells (AID 588727). hit rate 0.13% among 350,000. inhibition, % at 20 µM; hits with a dose series show IC50 in µM. Vero cells, VEEV TC-83 cytopathic effect inhibition; higher % means a stronger effect; in the data active = a potency from the dose series; also: strong numbers were not always called active
* hit, by the source's call; i = inactive. A portion of the library. The share of hits here may be higher or lower than overall.

structure,VEEV TC-83 Vero
NC(=O)N/C=C1\CCCOC1=O,1.8%
O=C(COC(=O)CSc1ccccc1)NC1CCS(=O)(=O)C1 (stereo unspecified),i
CC(OC(=O)c1ccc(NC(=O)CC#N)cc1)C(=O)Nc1ccc(S(=O)(=O)N2CCCC2)cc1 (stereo unspecified),2.3%
O=C1c2ccccc2-c2ccccc2NC1O (stereo unspecified),7.4%
COc1ccc(C)cc1S(=O)(=O)N1CCCC(N2CCN(c3ccccc3)CC2)C1 (stereo unspecified),1.4%
COc1cc(C=CC(=O)N2CCN(CC(=O)N3CCCC3)CC2)cc(OC)c1OC,i
COc1ccc(C(=O)Nc2ccc3c(c2)OCO3)cc1S(=O)(=O)N1CCOCC1,i
CC1=C(C(=O)N(C)C)CC(CC(=O)NC2CCCC2)C(=O)N1CCCN1CCCC1=O (stereo unspecified),i

Another view of some results above.
> NC(=O)N/C=C1\CCCOC1=O
  VEEV TC-83 Vero: 1.8%
> O=C(COC(=O)CSc1ccccc1)NC1CCS(=O)(=O)C1 (stereo unspecified)
  VEEV TC-83 Vero: i
> CC(OC(=O)c1ccc(NC(=O)CC#N)cc1)C(=O)Nc1ccc(S(=O)(=O)N2CCCC2)cc1 (stereo unspecified)
  VEEV TC-83 Vero: 2.3%
> O=C1c2ccccc2-c2ccccc2NC1O (stereo unspecified)
  VEEV TC-83 Vero: 7.4%

Next section
structure,VEEV TC-83 Vero
CCC(C)C(CO)NCCCn1cnc2c(OC)ncnc21 (stereo unspecified),3.5%
COc1ccc(NC(=O)C[C@H]2C(=O)N(C3CCCCC3)C[C@@H]2c2ccccc2)cc1,i
COc1ccc(N(CC(=O)NCc2cccs2)S(=O)(=O)c2ccc(C(C)=O)cc2)cc1,i
COc1cccc(NC(=S)NC(Cc2ccccc2)c2ccccc2)c1 (stereo unspecified),3.2%
COc1ccc([C@H]2C[C@H](O)[C@@H](n3cc(C4CC4)nn3)CN2CC2CCCCC2)cc1,0.3%
COc1ccccc1N(CC(=O)NCCSCc1ccccc1)S(=O)(=O)c1ccccc1,8.4%
CN1CCN(C(=O)C(=O)c2cn(CC(=O)N3CCCCCC3)c3ccccc23)CC1,i
